# Compound activity: PubChem BioAssay, National Center for Advancing Translational Sciences (NCATS)
# FUS yeast rescue = qHTS for Suppressors of FUS Proteinopathy: Primary screen using FUS-linked yeast assay; S. cerevisiae FUS-expressing, growth rescue, OD600, 24 h; 390,000 compounds, 0.24% hits; Potency, µM (highest dose often 76.6 µM), for the others: at the top dose growth rescue (activation), hits mostly activators;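 also: plate controls were DMSO vehicle for no effect and reference control for full effect; nearly all actives have a fitted effect of over 55% in size; some results filed as inactive show a strong effect at the top dose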
#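 Compound concentration series was pinned onto galactose-induced FUS-expressing yeast seeded at OD 0.005. Plates sat 24hr at 30C; absorbance at 600 nm gave growth. DMSO served as background control.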
# Abeta rescue = qHTS for compounds that reverse cellular toxicity of Amyloid beta (A-beta) peptide in yeast: Primary Screen. Potency, µM (highest dose often 46.1 µM), inactives show top-dose growth rescue, most hits filed as activators. AID 1347071, 2019. 410,000 compounds, 0.063% hits. yeast expressing A-beta42, growth rescue, OD600, 48 h; response scale: 0% DMSO, 100% iron-clioquinol control; also: nearly all actives have a fitted effect of over 55% in size
#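 Growth rescue measured by 600 nm absorbance after 48 h yeast culture at 30 C with compound. Values normalized between DMSO and an equimolar ferric chloride plus clioquinol control.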
# aSyn yeast inh = qHTS of alpha-syn Inhibitors. Yeast expressing alpha-synuclein, growth rescue, BacTiter-Glo, 24 h. Potency, µM (doses to about 46.1 µM), without a hit: at the top dose growth rescue (activation), most hits filed as activators. 370,000 compounds, 0.14% hits; also: % of control where 0% means no effect; nearly all actives have a fitted effect of over 65% in size
#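 Rescue of yeast growth: cells expressing toxic alpha-synuclein, induced in galactose at OD600 0.02, incubated with compound 24 h at 30 C. ATP luminescence quantified growth; inhibitors of toxicity appear as activators.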
# Active calls of the source: *; ? = inconclusive; . = not tested or not shown; & = joins results of further samples; [ ] = dose if it differs, or a comment. Calls follow the shape of the dose curve; as a rule, active = well fitted activation curve with a large enough effect; inconclusive = small, poorly fitted or top-dose-only effect; inactive = no such curve, though single readings can be large or run the other way. Potency is read from the fitted curve at half-maximal effect.
# Fields: FUS yeast rescue | Abeta rescue | aSyn yeast inh
- CCCN(CCC)[C@H]1CCc2c(F)ccc(O)c2C1
 : . | . | 10%
- CC1(C(=O)O)C2CCC(O2)C1(C)C(=O)O (centres undefined)
 : . | . | -59%[inhibitor]
- c1ccc2c(c1)[I+]c1ccccc1-2
 : . | . | -8%&-12%
- NCCCP(=O)(O)O
 : . | . | 4%
- O=C(Cc1ccc(Cl)c(Cl)c1)N1CCCCC1CN1CCCC1 (centres undefined)
 : . | . | 3%
- O=C(Nc1cc[c]([Sb](=[O])([OH])[OH])cc1)c1ccccc1
 : . | . | 0%
- CC(C)(O)[C@@H]1C2OC(=O)[C@@H]1[C@]1(O)C[C@H]3O[C@]34C(=O)O[C@H]2[C@]14C (tested in a mixture with another compound)
 : . | . | 3%
- O=C1NCN(c2ccccc2)C12CCN(CC1COc3ccccc3O1)CC2 (centres undefined)
 : . | . | 9%
- N[C@@H](Cn1ccc(=O)[nH]c1=O)C(=O)O
 : . | . | -3%
- CCCCC/C=C\C/C=C\C/C=C\C/C=C\CCCC(=O)NCC(=O)O
 : . | . | 16%
- COc1cc(C2c3cc4c(c(O)c3CC3COC(=O)C32)OCO4)cc(OC)c1O (centres undefined)
 : . | . | 1%
- C=C1C=C(C(F)F)n2ncc(C(=O)NCc3ccccc3F)c2N1
 : . | . | 0%
- CN[C@@H]1C[C@@H](c2ccc(Cl)c(Cl)c2)c2ccccc21
 : . | . | -17%
- CCOC(=O)CCCc1cc[c]([Sb](=[O])([OH])[OH])cc1
 : . | . | 3%
- C[N+](C)(C)CC(=O)[O-]
 : . | . | 1%
- O=C(CN1CCOCC1)c1ccc2ccccc2c1
 : . | . | 10%
- CCCC[N+]1(C)C2CC(OC(=O)[C@H](CO)c3ccccc3)CC1C1OC12 (some centres undefined)
 : . | . | -8%
- CCn1cnc2c(Nc3cccc(Cl)c3)nc(N[C@@H]3CCCC[C@@H]3N)nc21
 : . | . | -8%
- COc1ccc2c(c1)C13CCCCC1C(C2)N(C)CC3 (centres undefined)
 : . | . | 2%
- Cc1ccc(-c2nc3c(=O)n(C)c(=O)nc-3n(C)n2)cc1
 : . | . | -85%[inhibitor]
- COc1ccc2c3c([nH]c2c1)[C@H](C=C(C)C)N1C(=O)[C@@H]2CCCN2C(=O)[C@@H]1C3
 : 23% | . | .
- CC(NC(=O)OC1CC2CCC1(C)C2(C)C)P(=O)(Oc1ccccc1)Oc1ccccc1 (centres undefined)
 : 2% | . | .
- COP(=O)(C(=O)Nc1ccccc1)C(CC(C)C)NC(=O)OCc1ccccc1 (centres undefined)
 : -13% | . | .
- C[N+]1=C(N)NC2=C3CCCCC3ONC2C1 (centres undefined)
 : 4% | . | .
- CC(C)(C)NC(=O)CN1C(=O)[C@@H](Cc2c[nH]c3ccccc23)N=C(c2ccccc2)c2ccccc21
 : ? | . | .
- COc1cc(O)c2c(c1)/C=C/C[C@H](O)[C@H](O)[C@@H](O)/C=C/C[C@H](C)OC2=O
 : -3% | . | .
- O=C(CN1C(=O)[C@@H](Cc2ccccc2)N=C(c2ccccc2)c2ccccc21)NC1CCCCC1
 : 10% | . | .
- CCOC(=O)CC[C@@H]1CC[C@]2(CCCN(Cc3ccncc3)C2)O1
 : -4% | . | .
- O=C(NC1CN2CCC1CC2)c1cc(-c2ccc(Cl)cc2)nc2ccccc12 (centres undefined)
 : 8% | . | .
- Cn1cc(P(=S)(c2ccccc2)c2ccccc2)c2ccccc21
 : 0% | . | .

# Quoted at random: 2 compounds from above.
# Fields: FUS yeast rescue | Abeta rescue | aSyn yeast inh
- c1ccc2c(c1)[I+]c1ccccc1-2
 : . | . | -8%&-12%
- O=C1NCN(c2ccccc2)C12CCN(CC1COc3ccccc3O1)CC2 (centres undefined)
 : . | . | 9%

# (listing goes on)
# Fields: FUS yeast rescue | Abeta rescue | aSyn yeast inh
- CC(NC(=O)OCc1ccccc1)[P+](=O)O (centres undefined)
 : 3% | . | .
- c1ccc(Cn2nnnc2C2CN=C(c3ccccc3)c3ccccc3N2)cc1 (centres undefined)
 : -6% | . | .
- O=C(CN1C(=O)[C@@H](Cc2ccc(O)cc2)N=C(c2ccccc2)c2ccccc21)NC1CCCCC1
 : ? | . | .
- CC(C)(C)Cc1nnc(NC(=O)COc2ccc(Cl)cc2Cl)o1
 : -12% | . | .
- CC[C@H](C(N)=O)N1CCCC1=O
 : -4% | . | .
- COc1ccc(NC(=O)c2sc3nc4c(cc3c2N)N2CCC4CC2)cc1OC
 : -8% | -19% | .
- COc1ccc(C2CC(=O)Oc3c2c(=O)oc2ccccc32)c(OC)c1OC (centres undefined)
 : 2% | -1% | .
- Cc1cccc(NC(=O)Cn2cc(C(=O)c3ccccc3)c3ccccc32)c1
 : -14% | -16% | .
- Cc1ccc(Cn2cccc(C(=O)Nc3cc(C)on3)c2=O)cc1
 : 3% | -12% | .
- Cc1ccccc1-n1nc(C)c2c1NC(=O)CSC2c1ccccc1C(F)(F)F (centres undefined)
 : 21% | -4% | .
- Cc1ccc(-c2nn3c(=O)cc(CN4CCN(C(=O)COc5ccc(C)c(C)c5)CC4)nc3s2)cc1
 : 3% | -8% | .
- O=C1CC(c2ccc(F)cc2)c2c(c3ccccc3oc2=O)O1 (centres undefined)
 : -13% | -10% | .
- COc1ccc(OC)c(CCNCc2c(C(=O)O)c(C)n(Cc3ccc(F)cc3Cl)c2C)c1
 : 42% | 2% | .
- COc1ccc(C)cc1NC(=O)c1cccn(Cc2cccc([N+](=O)[O-])c2)c1=O
 : 16% | 0% | .
- Cc1oc(-c2ccc(Cl)cc2)nc1CN1C(=O)CN=C(c2ccccc2)c2ccccc21
 : ? | -10% | .
- O=C(COc1ccccc1Cl)N1CCN(CCc2ccccn2)CC1
 : 5% | -12% | .
- Cc1ccc(-n2c(/C=C/c3cc(Br)cs3)nc3ccccc3c2=O)cc1
 : 3% | 2% | .
- CCOc1ccc(NC(=O)Cn2cc(C(=O)c3ccccc3)c3ccccc32)cc1
 : -7% | -2% | .
- Cc1cc(OCC(=O)N2CCN(CCc3ccccn3)CC2)cc(C)c1Cl
 : -3% | -2% | .
- CCc1cccc(NC(=O)CN2C(=O)CN=C(c3ccccc3F)c3cc(Cl)ccc32)c1
 : 3% | 11% | .
- COc1ccc(OC)c(NC(=O)Cn2cc(C(=O)c3ccccc3F)c3ccccc32)c1
 : ? | 5% | .
- Cn1c(=O)n(C)c2cc(CNCCc3ccc(F)cc3)ccc21
 : -18% | 4% | .
- O=S1(=O)N(Cc2ccccc2)CCCN1Cc1cccc(Cl)c1
 : 0% | 7% | .
- O=C(c1ccc2c(c1)N(Cc1ccc(F)cc1)C(=O)c1ccccc1S2)N1CCC2(CC1)OCCO2
 : 17% | -3% | .
- Cc1ccc(OCC(=O)N2CCN(CCc3ccncc3)CC2)cc1
 : -16% | -16% | .
- O=C(Nc1ccc(Br)cc1C(=O)c1ccccc1Cl)c1ccccc1F
 : -26% | 0% | .
- CCc1ccc(OCC(=O)N2CCN(CCc3ccncc3)CC2)cc1
 : 22% | -23% | .
- Cc1cccc(CN2C(=O)CN=C(c3ccccc3Cl)c3cc(Cl)ccc32)c1
 : ? | -12% | .
- Cc1ccccc1-n1c(/C=C/c2c(C)[nH]c3ccccc23)nc2ccccc2c1=O
 : 28% | -1% | .
- CCOc1ccc(CN(CCc2ccc3c(c2)OCO3)Cc2cc(OC)ccc2O)cc1
 : 19% | -2% | .
- O=C(COc1ccc(Cl)cc1)Nc1ccc(Cl)cc1C(=O)c1ccccc1
 : 0% | 14% | .
- Cc1ccc(-n2c(/C=C/c3ccccc3)nc3ccccc3c2=O)cc1Cl
 : 27% | -8% | .
- Cc1ccccc1-n1c(/C=C/c2ccccc2F)nc2ccccc2c1=O
 : -5% | -10% | .
- COc1ccc(NC(=O)CN2C(=O)C(C)N=C(c3ccccc3F)c3cc(Cl)ccc32)c(OC)c1 (centres undefined)
 : ? | 15% | .
- Cc1cccc(-c2nn3c(=O)cc(CN4CCN(C(=O)COc5ccc(Cl)cc5)CC4)nc3s2)c1
 : -5% | -12% | .
- Cc1ccc(-n2nc(C)c3c2NC(=O)CSC3c2ccc(O)cc2)cc1Cl (centres undefined)
 : ? | -4% | .
- O=C(Nc1nc2ccccc2s1)c1cccn(Cc2ccccc2)c1=O
 : 5% | -13% | .
- CCCCC12CN3CC(C)(CN(C1)C3c1ccccn1)C2=O (centres undefined)
 : -16% | 3% | .
- NC(=O)c1ccc(NC(=O)c2cccn(Cc3ccccc3)c2=O)cc1
 : 14% | -18% | .
- COc1ccc(CCNCc2ccc3c(c2)n(C)c(=O)n3C)cc1
 : -23% | -13% | .
- Cc1ccccc1CN1C(=O)C(C)N=C(c2ccccc2)c2ccccc21 (centres undefined)
 : 31% | -26% | .
- Cc1ccc(NC(=O)CN2C(=O)CN=C(c3ccccc3)c3ccccc32)c(C)c1
 : 2% | -9% | .
- O=C(COc1cc(Cl)ccc1Cl)Nc1ccc(Cl)cc1C(=O)c1ccccc1
 : -10% | -11% | .
- COc1ccc(NC(=O)CCc2nc(C3=CCN(Cc4cccc(Cl)c4)CC3)no2)c(OC)c1
 : 28% | 0% | .
- CN1CCN(c2csc3ccc(F)cc3c2=O)CC1
 : 13% | -9% | .
- Cc1ccc(NC(=O)N(Cc2ccc3c(c2)OCO3)C2CCN(Cc3ccccc3)CC2)cc1C
 : 15% | -20% | .
- Cc1cccc(Cn2cccc(C(=O)Nc3nnc(C)s3)c2=O)c1
 : 6% | -6% | .
- Cc1cccc(Cn2cccc(C(=O)Nc3ccc4c(c3)OCCO4)c2=O)c1
 : ? | -24% | .
- O=c1c2ccccc2nc(/C=C/c2cccc3ccccc23)n1-c1ccccc1Cl
 : ? | 16% | .
- COc1ccc(NC(=O)CCc2nc(C3=CCN(Cc4cccc(C)c4)CC3)no2)c(OC)c1
 : 16% | -21% | .
- N#Cc1cc2c(nc1SCC(=O)Nc1ccc(C(F)(F)F)cc1)C1CCN2CC1
 : 3% | -17% | .
- O=C(Nc1ccc2c(c1)OCO2)c1cccn(Cc2ccccc2)c1=O
 : -2% | -4% | .
- Cc1ccc(CN2C(=O)c3ccccc3Sc3ccc(C(=O)N4CCC5(CC4)OCCO5)cc32)cc1
 : ? | 4% | .
- Cc1cc(C)cc(OCC(=O)Nc2ccc(Cl)cc2C(=O)c2ccccc2)c1
 : 7% | -14% | .
- Cc1ccc2nc(NC(=O)c3cccn(Cc4ccccc4F)c3=O)sc2c1
 : -20% | 1% | 4%
- O=C(Nc1cc(C(F)(F)F)cc(C(F)(F)F)c1)c1cccn(Cc2ccccc2Cl)c1=O
 : -4% | -7% | -3%
- Cc1nnc(NC(=O)c2cccn(Cc3cccc(Cl)c3)c2=O)s1
 : -13% | -7% | 9%

# Of the compounds above, these contain sulfur:
# Fields: FUS yeast rescue | Abeta rescue | aSyn yeast inh
- Cn1cc(P(=S)(c2ccccc2)c2ccccc2)c2ccccc21
 : 0% | . | .
- COc1ccc(NC(=O)c2sc3nc4c(cc3c2N)N2CCC4CC2)cc1OC
 : -8% | -19% | .
- Cc1ccccc1-n1nc(C)c2c1NC(=O)CSC2c1ccccc1C(F)(F)F (centres undefined)
 : 21% | -4% | .
- Cc1ccc(-c2nn3c(=O)cc(CN4CCN(C(=O)COc5ccc(C)c(C)c5)CC4)nc3s2)cc1
 : 3% | -8% | .
- Cc1ccc(-n2c(/C=C/c3cc(Br)cs3)nc3ccccc3c2=O)cc1
 : 3% | 2% | .
- O=S1(=O)N(Cc2ccccc2)CCCN1Cc1cccc(Cl)c1
 : 0% | 7% | .
- O=C(c1ccc2c(c1)N(Cc1ccc(F)cc1)C(=O)c1ccccc1S2)N1CCC2(CC1)OCCO2
 : 17% | -3% | .
- Cc1cccc(-c2nn3c(=O)cc(CN4CCN(C(=O)COc5ccc(Cl)cc5)CC4)nc3s2)c1
 : -5% | -12% | .
- Cc1ccc(-n2nc(C)c3c2NC(=O)CSC3c2ccc(O)cc2)cc1Cl (centres undefined)
 : ? | -4% | .
- O=C(Nc1nc2ccccc2s1)c1cccn(Cc2ccccc2)c1=O
 : 5% | -13% | .
- CN1CCN(c2csc3ccc(F)cc3c2=O)CC1
 : 13% | -9% | .
- Cc1cccc(Cn2cccc(C(=O)Nc3nnc(C)s3)c2=O)c1
 : 6% | -6% | .
- N#Cc1cc2c(nc1SCC(=O)Nc1ccc(C(F)(F)F)cc1)C1CCN2CC1
 : 3% | -17% | .
- Cc1ccc(CN2C(=O)c3ccccc3Sc3ccc(C(=O)N4CCC5(CC4)OCCO5)cc32)cc1
 : ? | 4% | .
- Cc1ccc2nc(NC(=O)c3cccn(Cc4ccccc4F)c3=O)sc2c1
 : -20% | 1% | 4%
- Cc1nnc(NC(=O)c2cccn(Cc3cccc(Cl)c3)c2=O)s1
 : -13% | -7% | 9%

# This is a subset, so the mix of outcomes need not match the whole.
